Bioassay records (PubChem)
UBC9 SUMO inh: SUMOylation inhibition | P63279 | HTRF SUMOylation assay, SAE1/SAE2 + UBC9, in vitro | inhibition, % at 35 µM | 0.36% of 290,000 active; in the data active = inhibition above about 50%, passing the limit was not always enough; note: strong numbers were not always called active
DNA FID counter: fluorescent intercalator displacement, NS3 helicase counter-screen; DNA fluorescent intercalator displacement, fluorescence; inhibition, % at 7.9 µM; 0.17% of 290,000 active; AID 1845; in the data active = inhibition above about 37%;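 note: 0% = vehicle and 100% = reference compound; higher means more ethidium bromide displaced from hairpin DNA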
HCV NS3 hel inh: inhibitors of Hepatitis C virus NS3 helicase. AID 1800. inhibition, % at 10.9 µM. NS3 helicase DNA unwinding, Cy5 molecular beacon fluorescence. 0.56% of 290,000 active;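 active = inhibition above the mean of all tested compounds plus 3 SD, set per campaign, cut at about 35% in these data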;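 note: 0% = DMSO wells and 100% = thioflavine S control wells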
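Assay system – hepatitis C virus NS3 helicase domain fragment enzyme · Buffer or medium – MOPS pH 6.5, MgCl2, DTT, Tween20, BSA · Reagent – Cy5/quencher beacon DNA duplex and ATP to start · Compound – single 10.9 µM dose · Timing – 1 h at 25 °C · Technique – Cy5 beacon fluorescence read at start and 1 h · Measure – % inhibition of unwinding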
MEKK2wt PB1 HTS: raises or lowers MEK5 binding to wildtype human MEKK2 PB1 domain; Q9Y2U5; bead flow cytometry, Alexa488-MEK5 binding to MEKK2 WT; actives lie on both sides; binding response (% of control), % at 10 µM; 1.1% of 290,000 active; in the data active = binding response below about 67% or above about 130%
MEKK3 PB1 HTS: modulators (inhibitors or enhancers) of MEK5 binding to human MEKK3 PB1 domain; binding response (% of control), % at 10 µM; 1.4% of 290,000 active; bead-based flow cytometry, Alexa488-MEK5 binding to MEKK3; actives lie on both sides; 0 = blocked by unlabeled MEK5, 100 = vehicle; Q99759; AID 1529;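 active = binding response more than 3 SD above or below the average of its plate-row segment, actives on both sides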;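 note: Alexa488 bead fluorescence after subtracting the streptavidin-only scavenger bead signal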
Target sequence (Q99759 whole entry, looked up, the tested form may be a part): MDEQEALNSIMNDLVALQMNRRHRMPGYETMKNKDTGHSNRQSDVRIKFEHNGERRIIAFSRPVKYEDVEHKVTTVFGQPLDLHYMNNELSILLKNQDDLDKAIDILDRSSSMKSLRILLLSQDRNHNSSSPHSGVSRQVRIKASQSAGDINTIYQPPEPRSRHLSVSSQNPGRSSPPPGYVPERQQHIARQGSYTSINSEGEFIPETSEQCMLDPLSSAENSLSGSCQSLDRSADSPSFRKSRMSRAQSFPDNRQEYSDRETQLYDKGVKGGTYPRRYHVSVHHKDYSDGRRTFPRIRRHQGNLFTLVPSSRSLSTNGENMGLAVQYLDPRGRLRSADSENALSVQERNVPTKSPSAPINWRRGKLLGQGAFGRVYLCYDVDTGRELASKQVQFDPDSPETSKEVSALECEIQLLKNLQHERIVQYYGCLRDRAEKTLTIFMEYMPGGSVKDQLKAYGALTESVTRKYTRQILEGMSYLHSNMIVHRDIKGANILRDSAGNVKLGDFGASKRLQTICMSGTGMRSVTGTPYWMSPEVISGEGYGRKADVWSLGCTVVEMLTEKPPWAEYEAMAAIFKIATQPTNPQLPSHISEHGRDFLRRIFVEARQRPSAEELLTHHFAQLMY
MEKK2mut PB1 HTS: signal of MEK5 binding to mutant human MEKK2 PB1 domain | bead flow cytometry, Alexa488-MEK5 binding to MEKK2 mutant | percent response, % at 10 µM | 0.35% of 290,000 active; in the data active = percent response above about 24%, passing the limit was not always enough; note: inactives centre near 1; some results filed as inactive read as strong as hits; reference of the scale not given here
CRFR2-BP ag: agonists of human CRF-binding protein/CRF-R2 receptor complex. HEK293 CRF-R2/CRF-BP, calcium dye fluorescence (FLIPR); percent of saturating CRF peptide response. activation, % at 13.2 µM. 0.46% of 350,000 active. AID 588473;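 active = activation of at least 50%, plus an integration ratio under a set limit after plate pattern correction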;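 note: plate controls were neutral control wells without compound for no effect and CRF at EC100 for full effect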
CRFR2-BP antag: blocks CRF-induced signaling of the CRF-BP/CRF-R2 complex | HEK293 CRF-R2/CRF-BP, CRF-induced calcium fluorescence | inhibition, % at 11.8 µM | 0.59% of 350,000 active | AID 588475;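 active = inhibition of the ligand-induced calcium signal above about 50% at the single tested concentration, limit read from the data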
GalR3 antagonist: antagonists of human GalR3. O60755. HEK293 GalR3-CNG cAMP membrane potential fluorescence; galR3 body fused to GalR1 C-terminus. inhibition, % at 3 µM. 0.44% of 360,000 active. AID 651719;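 active = inhibition above the screen-wide average plus 3 SD, cut at about 13% in these data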;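 note: forskolin and galanin both at EC90 stimulate the cells; cAMP rise reported by CNG channel membrane potential dye signal; 0% = forskolin plus galanin with DMSO and 100% = forskolin alone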
Target sequence (O60755 1-299 limits assumed): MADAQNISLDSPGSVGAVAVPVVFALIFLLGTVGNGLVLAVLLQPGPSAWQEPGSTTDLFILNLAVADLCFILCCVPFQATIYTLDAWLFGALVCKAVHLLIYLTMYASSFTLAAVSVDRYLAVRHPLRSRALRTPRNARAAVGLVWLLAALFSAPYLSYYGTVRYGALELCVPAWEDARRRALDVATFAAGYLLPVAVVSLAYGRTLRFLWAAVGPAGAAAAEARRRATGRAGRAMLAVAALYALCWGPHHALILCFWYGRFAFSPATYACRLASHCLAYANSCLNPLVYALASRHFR
* = called active by the depositor; i = inactive; · = no result given. This is a subset. The share of hits here may be higher or lower than overall.

SMILES	UBC9 SUMO inh	DNA FID counter	HCV NS3 hel inh	MEKK2wt PB1 HTS	MEKK3 PB1 HTS	MEKK2mut PB1 HTS	CRFR2-BP ag	CRFR2-BP antag	GalR3 antagonist
NC(=O)C1CCN(C(c2ccccc2)c2nnnn2C2CCCC2)CC1 (centres undefined)	10	-20	3	99	91	2	-2.1	33	-2
Cc1[nH]nc2c1C(c1ccccc1)C1=C(CC(C)(C)CC1=O)N2 (centres undefined)	i	1	-10	89	95	-2	i	i	-6
CCc1ccc(NC(=O)Cn2cccc2)cc1	-6	-4	3	90	98	-10	-1.9	24	-1
CC1=NC(Nc2nc(C)c3ccccc3n2)=NC(C)(C)C1	1	1	-39	126	100	17	-0.1	-2	0
O=C(NC(=O)c1c(Cl)cccc1Cl)Nc1ccc(Oc2cccnc2)nc1	7	-25	1	99	102	2	0.9	-14	-1
CCOc1nc(C)ccc1-c1noc(-c2ccccn2)n1	-1	-19	1	101	105	10	-1.1	111*	-2
COC(=O)c1c(NC(NC(=O)C(C)C)C(Cl)(Cl)Cl)sc2c1CCCC2 (centres undefined)	-12	-20	14	99	102	0	3.3	-3	-3
CCCCCC(=O)NCC(C)NC(=O)CCCCC (centres undefined)	-11	-19	9	102	106	4	2.8	-4	-1
Cc1cc(-c2ccc(C)c(S(=O)(=O)NCCCN3CCN(c4ccccc4)CC3)c2)on1	9	20	-65	109	97	3	-1.0	11	4
CC(=O)Nc1ccc(S(=O)(=O)N(Cc2ccco2)Cc2cc3ccccc3[nH]c2=O)cc1	4	-19	1	98	100	5	-0.1	-24	1
CCC(C)(C(=O)NC1CCCC1)N(Cc1ccco1)C(=O)c1ccccn1 (centres undefined)	23	-13	9	101	102	1	-0.9	8	-6
COc1cc(C(=O)Sc2ccc(Cl)cc2)cc(OC)c1OC	-15	-5	-3	100	102	2	3.8	-27	-2
COc1ccc(-c2cc(N3CCCC3)n3ncnc3n2)cc1	14	-20	0	106	103	3	0.4	2	-3
COc1ccc(-n2c(C)cc(C(=O)Cn3nnc4ccccc4c3=O)c2C)cc1	11	-8	-3	98	102	-2	5.1	39	-8
COc1ccccc1N(CC(=O)NCCSc1ccccc1)S(C)(=O)=O	1	-18	3	93	95	-1	0.1	1	2
COc1ccc(COC(=O)C2=C(C)NC(=O)NC2c2ccccc2OC(C)C)cc1 (centres undefined)	6	-30	-3	111	112	4	4.4	-7	2
COc1ccc(C(=O)C2CCCN(Cc3cn(C)nc3-c3ccccc3)C2)cc1F (centres undefined)	6	26	-8	102	103	-2	-0.5	-10	-7
CC1CCC(NC(=O)Cn2ncc3ccccc32)CC1 (centres undefined)	6	-7	-8	106	102	2	-1.3	9	-2
COc1cc(C)c(CN2CCC(Cc3ccccc3)CC2)cc1C	0	12	-41	120	107	7	-0.3	-28	-5
Cc1ccc(C)c(NC(=O)CSc2nncn2C)c1	8	-3	-3	107	109	6	-0.2	4	-12
O=C(CCCc1ccccc1)NCCCc1ccccc1	-9	-28	-4	104	105	4	0.7	-3	-1
CCOC(=O)C1CCCN(C(=O)c2ccccc2NC(C)=O)C1 (centres undefined)	1	-1	2	71	67	-15	2.5	14	1
O=S1(=O)C=CC(Sc2nc3ccccc3[nH]2)C1 (centres undefined)	20	5	-3	103	102	1	0.7	3	1
CC(O)C(NC=C1C(=O)OC(C)(C)OC1=O)C(=O)O (centres undefined)	14	2	4	106	105	8	0.9	4	-5
Cc1ccc(S(=O)(=O)Nc2cc(C)c(O)cc2C)cc1	-3	3	-8	101	103	-2	3.4	-3	0

Random excerpt: two compounds from above.
SMILES	UBC9 SUMO inh	DNA FID counter	HCV NS3 hel inh	MEKK2wt PB1 HTS	MEKK3 PB1 HTS	MEKK2mut PB1 HTS	CRFR2-BP ag	CRFR2-BP antag	GalR3 antagonist
O=S1(=O)C=CC(Sc2nc3ccccc3[nH]2)C1 (centres undefined)	20	5	-3	103	102	1	0.7	3	1
Cc1ccc(S(=O)(=O)Nc2cc(C)c(O)cc2C)cc1	-3	3	-8	101	103	-2	3.4	-3	0

Structures listed so far with a carbonyl joined to an NH by a bond outside any ring:
SMILES	UBC9 SUMO inh	DNA FID counter	HCV NS3 hel inh	MEKK2wt PB1 HTS	MEKK3 PB1 HTS	MEKK2mut PB1 HTS	CRFR2-BP ag	CRFR2-BP antag	GalR3 antagonist
NC(=O)C1CCN(C(c2ccccc2)c2nnnn2C2CCCC2)CC1 (centres undefined)	10	-20	3	99	91	2	-2.1	33	-2
CCc1ccc(NC(=O)Cn2cccc2)cc1	-6	-4	3	90	98	-10	-1.9	24	-1
O=C(NC(=O)c1c(Cl)cccc1Cl)Nc1ccc(Oc2cccnc2)nc1	7	-25	1	99	102	2	0.9	-14	-1
COC(=O)c1c(NC(NC(=O)C(C)C)C(Cl)(Cl)Cl)sc2c1CCCC2 (centres undefined)	-12	-20	14	99	102	0	3.3	-3	-3
CCCCCC(=O)NCC(C)NC(=O)CCCCC (centres undefined)	-11	-19	9	102	106	4	2.8	-4	-1
CC(=O)Nc1ccc(S(=O)(=O)N(Cc2ccco2)Cc2cc3ccccc3[nH]c2=O)cc1	4	-19	1	98	100	5	-0.1	-24	1
CCC(C)(C(=O)NC1CCCC1)N(Cc1ccco1)C(=O)c1ccccn1 (centres undefined)	23	-13	9	101	102	1	-0.9	8	-6
COc1ccccc1N(CC(=O)NCCSc1ccccc1)S(C)(=O)=O	1	-18	3	93	95	-1	0.1	1	2
CC1CCC(NC(=O)Cn2ncc3ccccc32)CC1 (centres undefined)	6	-7	-8	106	102	2	-1.3	9	-2
Cc1ccc(C)c(NC(=O)CSc2nncn2C)c1	8	-3	-3	107	109	6	-0.2	4	-12
O=C(CCCc1ccccc1)NCCCc1ccccc1	-9	-28	-4	104	105	4	0.7	-3	-1
CCOC(=O)C1CCCN(C(=O)c2ccccc2NC(C)=O)C1 (centres undefined)	1	-1	2	71	67	-15	2.5	14	1

(further entries)
SMILES	UBC9 SUMO inh	DNA FID counter	HCV NS3 hel inh	MEKK2wt PB1 HTS	MEKK3 PB1 HTS	MEKK2mut PB1 HTS	CRFR2-BP ag	CRFR2-BP antag	GalR3 antagonist
CC(C(=O)N1CC2(C)CC1CC(C)(C)C2)N1C(=O)c2ccccc2C1=O (centres undefined)	-13	-24	-4	98	101	0	-0.7	2	2
C=CCOc1cccc(/C=N/NC(=O)CC(=O)NC2CCCCC2)c1	5	-31	-2	111	108	7	-6.9	-20	-4
FC(F)Oc1ccc(NC(=S)Nn2cnnc2)cc1	-4	-3	0	92	99	-3	-0.5	20	-3
O=C(Nc1cn(-c2ccccc2)nc1-c1cccs1)c1ccco1	-24	-10	0	103	99	-4	-0.2	-41	-3
CCC(NS(=O)(=O)c1ccc(C)cc1)C(=O)N1CCN(c2ccccn2)CC1 (centres undefined)	9	-17	1	105	105	4	-1.2	-3	0
O=C(c1ccc(Cl)c(Cl)c1)N1CCC(=O)N(C(COCc2ccc(Cl)cc2)Cc2ccccc2)CC1 (centres undefined)	-15	-28	-21	96	102	-4	2.0	-5	3
NC(=O)CSc1nc2ccccc2c(=O)n1-c1ccccc1	-15	-1	1	106	102	2	-3.4	-2	-9
COc1ccc(NC(=O)N[C@@H](Cc2ccccc2)C(=O)NN)cc1	8	-6	-4	92	90	-10	1.6	-10	-6
Cc1noc(C)c1C(=O)Nc1ccc(N(C)C)cc1	-1	2	2	102	101	6	-2.9	2	1
COc1ccc(O[C@H]2C=C[C@@H](c3ccccc3)O[C@@H]2COC(=O)CC/C(C)=N/OC[C@@H](O)COCc2ccco2)cc1	2	-42	-6	92	99	-5	·	·	·
NC(=NCCc1c[nH]c2ccccc12)NS(=O)(=O)c1ccc(F)cc1	-17	-7	10	97	99	0	-2.0	-32	-1
CCC1Oc2ccc(C)cc2N(CC(=O)NC2CCCCC2)C1=O (centres undefined)	6	-29	-2	95	96	-2	0.7	-2	-11
CC1CN(CC(O)COc2ccccc2C(C)(C)C)CC(C)O1 (centres undefined)	-16	-6	-18	109	109	5	0.6	10	-8
Cc1ccccc1Nc1c(-c2ccccc2)nc2ncccn12	25	-26	17	94	101	-2	-2.6	-8	5
COc1ccc(NC(=O)Nc2nnc(N3CCCCC3C)s2)cc1OC (centres undefined)	6	-6	0	100	120	-2	0.6	3	-2
CCOc1ccc(OCc2ccc(C(=O)N(CC)CC)cc2)cc1	3	-29	-2	90	95	-4	0.3	-3	-7
COc1cc(Cc2nccc3cc(OC)c(OC)cc23)c(S(=O)(=O)O)cc1OC	-15	-14	11	94	89	-6	-0.5	8	-11
O=C(COC(=O)C1(c2ccc(F)cc2)CCCC1)N1CCN(C(=O)c2ccco2)CC1	11	-35	1	104	101	2	-1.6	-1	-6
Cc1ccc(S(=O)(=O)NCc2ccc(C(=O)NCCc3ccc(S(N)(=O)=O)cc3)cc2)cc1	17	-16	-12	98	101	-2	1.1	0	-7
Cc1cnc(NC(=O)c2cccc(S(=O)(=O)N3CC(C)OC(C)C3)c2)s1 (centres undefined)	-11	-15	-2	70	69	-9	-2.1	-2	-4
O=S(=O)(Nc1nc2ccccc2nc1N1CCc2ccccc2C1)c1ccc(Br)cc1	35	-1	5	89	94	-3	2.4	-1	-9
COc1ccc(S(=O)(=O)NC(C)C(=O)Nc2ccccc2C(F)(F)F)cc1 (centres undefined)	9	-2	0	103	105	5	-1.1	-12	-7
COC(=O)c1[nH]c2ccc(C)cc2c1NC(=O)CN1CCN(C(=O)c2ccccc2)CC1	6	-20	19	107	105	12	0.0	-4	-2
O=C(CNC(=O)C(c1ccccc1)c1ccccc1)OCC(=O)c1cccs1	-5	-22	-7	93	86	-1	-1.2	-31	-13
O=c1cc(CSc2ccccc2)[nH]c(=S)[nH]1	0	-1	6	100	103	-2	-1.0	9	-3
O=c1cc(N2CCCCC2)c(-c2ccccc2)nn1Cc1cccc(Cl)c1	-6	6	-2	101	102	12	-0.7	-7	6
CCN(CC)S(=O)(=O)c1ccc2[nH]c(=O)cc(C(=O)NCc3ccccc3)c2c1	3	-1	13	105	103	0	-1.2	14	-7
COc1ccccc1NC(=O)NCCc1ccccc1	-5	-19	18	102	102	0	-0.5	4	-5
COc1cccc(C(C(=O)NCC2CCCO2)N(C(=O)Cn2nnc3ccccc32)c2ccc(NC(C)=O)cc2)c1OC (centres undefined)	-4	-24	10	99	101	-3	-1.9	-11	-7
c1ccc(Cn2c(CN3CCCC3)nc3ccccc32)cc1	-4	-3	2	99	95	1	-0.1	-17	-3
